MC4R ag barr – activates human MC4R beta-arrestin recruitment. P32245. U2OS MC4R beta-arrestin complementation, luminescence; percent of melanotan II response, DMSO zero. activation, % at 8.9 µM. 360,000 compounds, 0.98% hits;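 active = activation above a per-plate cutoff, the mean activation of sample wells on that plate plus 3 SD, cut at about 8% in these data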
Exocytosis inh – lytic granule exocytosis inhibition | TALL-104 LAMP-1 surface exposure, flow cytometry; cells stimulated with thapsigargin and PMA | 360,000 compounds, 0.66% hits | inhibition, % at 10 µM | AID 651702;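 active = inhibition above about 55%, limit read from the data; inconclusive = no clear call, values can overlap the other calls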
aDG glyco up – alpha-DG glycosylation activation; Pro5-aDG cells, alpha-DG glycosylation AlphaScreen (IIH6); 0% Pro5, 100% B10-LARGE cell signal; activation, % at 10 µM; 360,000 compounds, 0.22% hits; AID 624168;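 active = activation of at least 8% versus controls, or a plate z-score of at least 8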;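 also: Pro5 are CHO cells carrying HIG-tagged alpha-DG that lacks glycosylation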
ABHD5-PLIN5 inh – ABHD5-PLIN5 protein interaction inhibition; Q00G26+Q8WTS1; Split G. princeps luciferase complementation, luminescence, 4 h; inhibition, % at 4 µM; 360,000 compounds, 0.78% hits;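 active = inhibition above the mean inhibition across every tested compound plus 3 SD, cut at about 22% in these data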;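 also: 0% = DMSO only wells and the 100% control is not disclosed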
Target sequence (Q00G26 whole entry, looked up): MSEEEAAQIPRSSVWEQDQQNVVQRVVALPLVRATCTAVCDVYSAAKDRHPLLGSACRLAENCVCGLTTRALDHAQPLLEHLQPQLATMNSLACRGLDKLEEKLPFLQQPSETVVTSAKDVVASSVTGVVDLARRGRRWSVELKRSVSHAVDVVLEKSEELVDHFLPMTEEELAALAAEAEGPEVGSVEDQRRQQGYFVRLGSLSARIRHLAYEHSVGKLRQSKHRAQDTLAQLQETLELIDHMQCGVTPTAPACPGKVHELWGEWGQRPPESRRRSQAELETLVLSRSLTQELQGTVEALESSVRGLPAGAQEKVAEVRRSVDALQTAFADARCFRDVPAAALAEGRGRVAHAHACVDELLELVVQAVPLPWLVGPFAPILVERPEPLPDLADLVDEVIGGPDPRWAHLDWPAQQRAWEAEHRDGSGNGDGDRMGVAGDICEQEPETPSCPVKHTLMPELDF
Target sequence (Q8WTS1 whole entry, looked up): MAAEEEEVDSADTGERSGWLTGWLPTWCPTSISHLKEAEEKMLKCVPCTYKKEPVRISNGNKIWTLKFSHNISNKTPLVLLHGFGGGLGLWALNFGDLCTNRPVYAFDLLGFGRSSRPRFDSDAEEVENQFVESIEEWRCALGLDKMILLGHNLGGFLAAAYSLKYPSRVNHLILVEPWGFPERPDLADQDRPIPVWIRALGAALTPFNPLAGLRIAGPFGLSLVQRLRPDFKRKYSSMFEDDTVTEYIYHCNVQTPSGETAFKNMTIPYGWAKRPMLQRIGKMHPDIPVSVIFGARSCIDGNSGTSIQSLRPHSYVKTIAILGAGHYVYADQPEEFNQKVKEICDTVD
m5-HT2A agonist – activates the mouse 5-HT2A serotonin receptor. AID 624169. activation, % at 7.6 µM. CHO-K1 mHTR2A beta-arrestin complementation, luminescence; percent of 30 µM serotonin response. 360,000 compounds, 0.66% hits;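 active = activation above a run cutoff, the mean activation of all tested compounds plus 3 SD, cut at about 14% in these data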;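 also: 0% = plate median of compound wells and 100% = 30 µM serotonin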
Glyco luc inh – N-linked glycosylation inhibition; D54 ERlucT glycosylation luciferase reporter, 24 h; percent of 100 nM tunicamycin response; AID 588692; 360,000 compounds, 0.23% hits; reporter increase, % at 12.5 µM;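 active = mean luciferase reporter signal, scaled so untreated is 0 and the glycosylation-blocking control 100, at or above a set limit in every replicate; inconclusive = mean reaches the limit but not every replicate does; inactive = mean below the limit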;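 also: luciferase carries N-glycosylation sites so blocking glycosylation raises the light; 0% = median of neutral control wells and 100% = median of 100 nM tunicamycin wells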
hiPSC survival – enhancers of human iPSC single-cell survival | hiPSC single-cell survival, ATPlite luminescence; 100% = ROCK inhibitor wells, 0% = DMSO | survival enhancement, % at 20 µM | 360,000 compounds, 0.044% hits | AID 602274; in the data active = survival enhancement above about 18%;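 also: cells exposed to compounds for 16 hours before the ATP read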
ABCB6 inh 2 – human ABCB6 transporter inhibition | Q9NP58 | K562-ABCB6 porphyrin accumulation, flow cytometry, 1 h; hits give low values | fluorescence ratio to DMSO, % at 10 µM | 360,000 compounds, 0.19% hits;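 active = fluorescence ratio to DMSO below 75%, the collection mean minus 3 SD; inconclusive = too few cells collected in the well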;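 also: signal is porphyrin accumulated inside mitochondria; 100% equals median channel fluorescence of DMSO control wells; lower ratio means ABCB6 inhibition with less porphyrin fluorescence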
MC4R antagonist – blocks human MC4R cAMP signaling; 360,000 compounds, 0.48% hits; inhibition, % at 6.5 µM; AID 540295; MC4R-expressing cells, MTII-stimulated cAMP, LANCE TR-FRET;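 active = inhibition above its plate's cutoff, the mean of tested wells on that plate plus 3 SD, cut at about 29% in these data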;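 also: 0% = Melanotan II alone and 100% = Melanotan II plus saturating MCL0020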
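system = U2OS cells with stable human MC4R expression | also added = Melanotan II challenge after compound preincubation | dosing = one concentration, 6.5 µM nominal | incubation = compound 30 min, challenge 1 h, detection 1 h | measured by = TR-FRET with Eu-cAMP and labeled anti-cAMP, 671 nm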
H9c2 protect – protects H9c2 cardiomyocytes from peroxide injury; 360,000 compounds, 0.63% hits; H2O2 injury protection, ATPLite, 2 h; AID 588492; protection from H2O2 cell death, % at 20 µM;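 active = compounds giving at least 50% protection of heart cells from peroxide-induced death in the single-dose screen, raw or plate-pattern-corrected value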;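 also: 0% = DMSO wells with peroxide and 100% = DMSO wells without peroxide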
The depositor's hits bear a star; ? = inconclusive; & = joins results of further samples.

no.	structure	MC4R ag barr	Exocytosis inh	aDG glyco up	ABHD5-PLIN5 inh	m5-HT2A agonist	Glyco luc inh	hiPSC survival	ABCB6 inh 2	MC4R antagonist	H9c2 protect
1	CCOc1ccc(-n2c(=S)sc3c(=O)[nH]c(SCC(=O)NCc4ccco4)nc32)cc1	1.0	0	-0.1	11	-9	2	12	105	5	8
2	CCC(Sc1nc(N)c(NC(=O)c2ccc(Br)o2)c(=O)[nH]1)C(=O)O (stereo unspecified)	-3.0	0	0.6	-10	0	3	3.3	97	10	0
3	CC(NC(=O)C1CCCN(C(=O)N(C)C)C1)c1ccccc1 (stereo unspecified)	-2.5	2	-0.1	2	-2	2	5.2	97	6	11
4	Cc1nnc(N2CCCC(C(=O)NCc3ccccc3F)C2)c2nn(-c3ccccc3)c(C)c12 (stereo unspecified)	-1.3	2	0.3	-5	5	1	-0.5	99	-1	9
5	CC(=O)OC[C@@H]1CN(Cc2ccccc2)C[C@H](n2cnc3c(NC4CCCC4)ncnc32)O1	0.2	-5	-0.2	2	0	-2	3.1	104	8	2
6	CCCCn1nnnc1NCc1cc(OC)c(OC)c(OC)c1	-0.5	2	-0.2	3	2	2	2.1	105	8	-3
7	O=c1c2ccccc2nnn1CSc1nnc(-c2cccnc2)n1-c1ccccc1F	-1.4	-2	-0.2	-2	-1	1	4.8	90	4	5
8	CCN(CC)S(=O)(=O)c1cccc(C(=O)NCCCN2CCOCC2)c1	1.3	6	-0.1	4	2	4	2.9	86	22	5
9	COc1ccccc1N/C(N)=N/c1nc(C(F)(F)F)cc(=O)[nH]1	-1.4	0	0.8	0	-4	5	0.1	101	-3	-8
10	CCOC(=O)N1CCN(CCc2ccccc2)CC1	0.2	-3	-0.1	-3	-4	1	-0.5	98	-2	-2
11	COc1ccc(CC(=O)N/N=C/c2cccs2)cc1OC	-2.2	-2	0.2	5	3	1	-0.5	94	2	8
12	N#C/C(=C/c1cccn1-c1cccc(C(=O)O)c1)c1ccc(Cl)cc1	-0.4	3	0.8	2	-1	0	1.6	975	9	-24
13	COc1ccc(Cl)cc1NC(=O)CN(C)CC(=O)Nc1cc(OC)c(OC)c(OC)c1	-0.4	-13	0.0	0	-8	33*	0.2	101	11	2
14	CCOC(=O)C1=C(C(=O)OCC)N(CC)CCC1=O	1.1	-1	0.2	0	-2	0	12	105	-9	10
15	CCNc1nc(SCC(=O)OC)nc(N2CCOCC2)n1	-0.1	-2	0.0	3	0	1	4.1	101	5	2
16	CC(C(=O)Nc1ccccc1-c1ccccc1)N1CCN(Cc2ccccc2)CC1 (stereo unspecified)	-3.7	0	-0.1	1	-3	-2	-1.7	107	8	-3
17	Nc1ccc(/C=C/c2ccc3ncccc3c2)cc1	-1.1	-7	0.1	4	1	-11	-0.2	93	9	-12
18	C/C(=N\Nc1ccc(C(=O)O)cc1)c1ccc(Br)cc1	-1.4	9	0.2	-1	3	-18	-0.5	103	16	-2
19	C[C@@H]1[C@H]2CCCC[C@H]2CN(C(=O)OC(C)(C)C)[C@@H]1CC(=O)c1ccccc1	0.9	-1	-0.1	-8	-7	-4	3.8	101	4	-8
20	COc1ccccc1CCNC(=O)C(=O)NCC1OCCN1S(=O)(=O)c1ccc(Cl)cc1 (stereo unspecified)	-1.0	-3	-0.2	3	-5	-3	2.0	95	2	-10
21	C/C(=N\NC(N)=S)C1=CCC2C3CC[C@H]4CC(O)CC[C@]4(C)C3CC[C@]12C (stereo partly specified)	-0.1	56*	0.1	-14	-2	-1	0.5	90	-1	-19
22	COc1ccc(OC)c(-c2c3cc(O)c(=O)cc-3oc3cc(O)c(O)cc23)c1	-2.7	4	-0.3	16	1	-13	-1.7	133	2	7
23	CN1CCC2(CC1)C1CN(C)CC=C1C(C#N)=C(N)C2(C#N)C#N (stereo unspecified)	-1.5&-5.2	0&-1	0.0&-0.1	-7&2	8&-3	1&0	-0.7&-0.8	106&110	2&7	1&1
24	CCOc1ccc(C(C)=O)cc1CN1C(=O)NC2(CCCCCC2)C1=O	-0.9	-5	0.2	-3	8	1	-0.2	94	-3	2
25	CC(NC(=O)C(=O)c1cn(CC(=O)N2CCCC2)c2ccccc12)c1ccccc1 (stereo unspecified)	-1.0	3	-0.2	-7	-1	1	0.9	102	-1	5
26	CC(C)c1ccc(C(=O)N2CCCC(c3cc(C(=O)Nc4ccc5c(c4)OCO5)no3)C2)cc1 (stereo unspecified)	0.5	-8	0.0	-7	-3	-5	0.3	94	3	1
27	O=C(c1cc(-c2ccc(O)cc2)on1)N1CCCc2ccccc21	3.9	-7	-0.2	-12	-6	1	0.5	92	11	-5
28	O=C(CN1C(=O)NC(c2ccccc2)(c2ccccc2)C1=O)N1CCOCC1	-0.4	-3	2.4	1	1	6	-0.5	100	12	-4
29	COc1cccc(Nc2nc(N)nc(-c3oc4ccccc4c3C)n2)c1	0.6	10	0.0	-8	5	?	-1.2	96	-24	-3
30	O=C(CSc1nnc(-c2ccccc2)n1-c1ccccc1)N1c2ccccc2Sc2ccccc21	-2.9	0	0.3	2	2	-3	-1.3	105	5	-5
31	Cc1ccc(Sc2c([N+](=O)[O-])c(=O)n(C)c3ccccc23)cc1	-3.2	?	-0.2	14	-3	17	-0.6	98	12	-17
32	Cc1ccc(S(=O)(=O)NNC(=O)c2cccs2)c(C)c1	-0.4	-2	-0.2	-1	2	0	3.0	100	12	-2
33	Cn1c(=O)c2cc(S(=O)(=O)N3CCN(c4cccc(C(F)(F)F)c4)CC3)ccc2n(C)c1=O	-1.8	1	0.1	9	3	2	2.2	90	18	-13
34	COc1cccc(OC)c1C(=O)Nc1nc(COc2ccccc2)cs1	12*	4	0.9	-7	2	0	0.5	104	-1	-6
35	O=C(O)Cn1c2c(c3ccccc31)CSc1ccc(Cl)cc1-2	-0.5	-1	0.1	23*	-7	2	0.0	99	28	1
36	CN(/C=C/C(=C/C=[N+](C)c1ccccc1)OCCCS(=O)(=O)[O-])c1ccccc1	0.1	2	-0.1	-1	1	4	1.4	84	0	-15
37	Cc1c(Br)c([N+](=O)[O-])nn1CC(=O)NCc1ccccn1	-0.3	-5	-0.2	-5	2	1	2.7	102	1	13
38	CC(Sc1nnc(-c2ccco2)n1C)C(=O)N1C(C)CCCC1C (stereo unspecified)	-1.1	-2	-0.3	2	1	0	-0.2	100	11	-2
39	C#CCOCCOCCOCCNc1nc(N2CCN(C(=O)[C@H](CCC(=O)O)n3cc(CN)nn3)CC2)nc(N2CCN(C(=O)[C@H](CCCN=C(N)N)n3cc(C(N)[C@@H](C)CC)nn3)CC2)n1 (stereo partly specified)	-2.2	-2	0.1	3	-1	1	1.5	97	1	3
40	CC(C)Oc1ccc(C(=O)NCC(=O)OCC(=O)N(C)Cc2cccs2)cc1	-1.6	-1	0.1	0	-1	0	0.1	97	16	0
41	Cc1ccc(C(=O)N/C(=C/c2ccc(Cl)cc2)C(=O)N2CCOCC2)cc1	1.6	-2	-0.1	8	7	-2	0.0	102	-4	-3
42	Cc1ccc([C@H]2C[C@H](n3cc(COC(=O)c4ccccc4)nn3)[C@@H](O)CN2C(=O)C2CCCCC2)cc1	0.1	-2	-0.1	-1	1	-2	4.9	94	5	4
43	O=S(=O)(Nc1ccc(N2CCOCC2)cc1)c1ccc2ccccc2c1	-0.2	1	2.5	0	2	-2	0.1	97	-1	-2
44	CC[N+]1(C)CCC(=C2c3ccccc3CC(=O)c3sccc32)CC1 (stereo unspecified)	0.5	0	-0.4	-4	-5	2	1.9	94	6	-3
45	COc1cc(SC#N)ccc1N=Cc1c(C)[nH]n(-c2ccc(Cl)cc2)c1=O	0.5	-2	-0.8	-24	1	4	-1.3	88	5	2
46	CCN1CCN(S(=O)(=O)c2ccc(Cl)c(C(=O)N(CC)Cc3ccccc3)c2)CC1	-3.3	-1	0.2	-3	5	0	0.2	94	1	2
47	O=C(Nc1cccc2ccccc12)c1ccc2sc([C@H]3C[C@H](O)[C@@H](CO)O3)nc2c1	-2.6	-5	0.2	-12	-3	-1	6.9	94	14	7
48	O=C(Nc1ccc(-c2ccc3nncn3n2)cc1)c1ccc(Br)o1	-1.7	6	0.1	-5	6	0	-0.2	97	-4	-11
49	CSCC[C@H](NC(=O)c1cccs1)C(=O)N1CCC2(CC1)NCCc1[nH]cnc12	-1.5	1	-0.1	1	-2	-1	-0.4	102	2	3
50	O=[N+]([O-])c1cccc2ccc(/C=C/c3ccc(C(F)(F)F)cc3)nc12	-2.1	0	-0.6	-3	-3	2	-1.9	94	-7	-6
51	CCn1c(O)c(N=NC(=O)CNC(=O)c2ccccc2F)c2ccccc21	-3.9	-6	0.0	-9	-7	1	-0.5	101	1	2
52	Cc1cccc(C(=O)N[C@H](C(=O)OCC(=O)NC2CCS(=O)(=O)C2)C(C)C)c1 (stereo partly specified)	0.7	1	0.1	2	5	2	0.8	99	2	6
53	CCOC(=O)C1CCN(C(=O)CN2C(=O)NC(C)(c3ccc4cc(OC)ccc4c3)C2=O)CC1 (stereo unspecified)	-0.3	4	0.4	4	5	1	-4.1	95	0	-7

Screening data (PubChem)
